LDHA block: LDHA (human) enzyme inhibition. 0.15% of 480,000 active. purified LDHA, NADH/diaphorase-resazurin fluorescence; stronger effect = lower value. AID 1347041. activity change, % (values are at about 110 or 230 µM). P00338; in the data active means activity change below about -30%; inconclusive means mostly about -25% to -30%;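 further: plate controls were DMSO wells for no effect and wells without enzyme for full effect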
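LDH5 2 nM; NADH 0.06 mM, pyruvate 0.2 mM; 200 mM Tris pH 7.4, EDTA, Tween-20; 5 min RT. Detection: diaphorase 0.133 mg/mL + resazurin 37 µM, fluorescence ex540/em590 at 0 and 20 min; normalized to enzyme-free and DMSO wells.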
Starred values were filed as active, the others as inactive; ? = inconclusive.

SMILES | LDHA block
CC(=O)N1C=Cc2ccccc2C1CC(=O)Nc1ccc(S(=O)(=O)N2CCC(C)CC2)cc1 (configuration not stated) | 3.6
CCC(Oc1ccccc1F)C(=O)Nc1ccccc1Cl (configuration not stated) | -0.9
O=C(Nc1ccc(F)c(Cl)c1)c1ccc(-c2ccccc2)cc1 | 1.0
O=C(OCC#CCSc1nnc(-c2cccc3ccccc23)o1)c1ccccc1 | -5.4
Cc1ccc2c(c1)-c1nc3ccccc3cc1/C2=C\c1cccnc1 | 10.8
COc1ccc(-c2nnc3n2C(C)(C)Cc2c-3ccc3ccccc23)cc1OC | -1.4
CCCCCCNc1nc2ccccc2nc1NS(=O)(=O)c1ccc(F)cc1 | -2.2
O=C(CSc1cccc[n+]1[O-])Nc1cccc2ccccc12 | 9.9
Cc1ccc2nc(C3=C(O)CN(c4cccc(Cl)c4C)C3=N)[nH]c2c1 | 4.9
CSC1=N/C(=C\c2ccccc2Br)C(=O)S1 | 6.0
O=C(c1ccccc1F)N(C1CCCC1)C1CC1 | 4.4
CCCCN(C(=O)Cn1c(=O)c2c(ncn2C)n(C)c1=O)c1ccccc1 | -0.5
O=C(CSc1nnc(-c2cccc([S+](=O)([O-])NC3CCCC3)c2)n1-c1ccccc1)Nc1ccc(C(=O)O)cc1 | 7.5
CC(C)Oc1cccc(C(C)NC(=O)c2ccccc2Cl)c1 (configuration not stated) | 2.6
N#Cc1ccc(NN)c([N+](=O)[O-])c1 | 1.1
CC(C)Sc1ccc(C(=O)NCC(O)c2ccccc2)cc1 (configuration not stated) | 0.6
COC(=O)c1ccc(C2CC(=O)Nc3sc(C(=O)Nc4cccc(C(F)(F)F)c4)c(C)c32)cc1 (configuration not stated) | 9.4
CCN(CC)CCCCC(C(N)=O)c1ccccc1 (configuration not stated) | 2.9
CCc1ccc(NC(=O)Nc2ccc3sc(NC(C)=O)nc3c2)cc1 | 7.6
COC(=O)c1[nH]c2cc(OC)ccc2c1NC(=O)CN1CCCCC1C (configuration not stated) | 8.9
COc1ccc2c(CN3CCN(c4ccccc4)CC3)cc(=O)oc2c1 | -5.5
COc1ccc(/C=C/c2nc3ccccc3o2)cc1OCC(C)C | ?
CCOCCCNc1oc(/C=C/c2cccc(OC)c2)nc1C#N | 0.0
Cc1cccc(C)c1NC(=O)C1C(c2ccc3c(c2)OCO3)=Nc2ccccc2N1C(=O)c1ccccn1 (configuration not stated) | 7.0
Cc1ccccc1OCCn1cc(C(=O)C2CC2)c2ccccc21 | 8.5
Cn1cccc1/C=C(\C#N)c1ccc(F)cc1 | 7.5
CCc1nc2ccc(C(=O)NC3CC3)cc2nc1CC | -1.5
O=C(OCc1cc([N+](=O)[O-])cc2c1OCOC2)C12CC3CC(CC(Br)(C3)C1)C2 | 6.7
Cc1ccc2ccc(C(Nc3ccccc3)c3ccc(F)cc3)c(O)c2n1 (configuration not stated) | 1.0
NS(=O)(=O)c1ccc(NC(=O)COc2ncnc3ccccc23)cc1 | -2.3
c1ccc(CCN(Cc2ccccc2)Cc2cccc(OCc3ccccc3)c2)cc1 | -1.1
Cc1nc(Oc2ccccc2Cl)c2c3c(sc2n1)CCC3 | -4.8
C#CCOc1ccc(OC(=O)c2ccc(OCCCCCC)cc2)cc1 | 0.5
COc1cccc(-c2nc3nc(C)cc(C)n3c2Nc2c(C)cccc2C)c1 | -6.8
Cc1ccc(S(=O)(=O)N2[C@H](CC(=O)c3cccc4ccccc34)OC[C@@H]2C(C)C)cc1 | -6.4
CCOC(=O)C1C2C=CC(C3CC23)C1C(=O)OCC(=O)c1ccccc1 (configuration not stated) | 8.9
Cc1ccc(-c2c(NC(=O)CN3CCC(C(N)=O)CC3)oc3ccccc3c2=O)cc1 | 0.9
O=C(COC(=O)C1(c2ccc(Cl)cc2)CCCC1)Nc1cc([N+](=O)[O-])ccc1Cl | -4.5
C=CCSc1nnc(NC(=O)c2cc(=O)c3ccccc3o2)s1 | -5.0
CCCNC(=S)Nc1cccc(Cl)c1 | -10.9
CCCOc1ccc(-c2[nH]c3c(c2-c2ccc(OC)cc2)c(=O)[nH]c(=O)n3C)cc1 | -0.4
CCOc1ccc(N(Cc2nc3nc(C)cc(C)n3n2)S(=O)(=O)c2ccc(C)cc2)cc1 | -5.0
CC1CCCCN1CCCCNC(=O)CCc1ccc(C#N)cc1 (configuration not stated) | -7.6
O=C(N/N=C/c1cccc(Cl)c1Cl)C1CC1 | 8.5
Cc1ccc(OCC(=O)Nc2ccc3c(C)cc(=O)oc3c2)cc1C | 0.2
COc1ccc(C)cc1NC(=O)CCc1ncc(-c2ccc(C)cc2)o1 | -0.6
CC(OC(=O)c1cccc(S(=O)(=O)N2CCOCC2)c1)C(=O)c1c[nH]c2ccccc12 (configuration not stated) | -5.3
CCCCn1c(=O)[nH]c(=O)c2c1nc(COC(=O)Cc1ccccc1)n2CCC | 2.5
Cc1ccc(C)c(C(=O)Nc2ccc(N(C)C)cc2)c1 | -19.5
COCC(C)NC(=O)CCC1CCCO1 (configuration not stated) | 2.3
COC(=O)[C@@]12C[C@@H](CC(=O)N3CCC(c4ccccc4)CC3)C(=O)N(Cc3ccccc3)C1=CCC(C)(C)C2 | 0.4
CCCc1c(-c2ccc(F)cc2)ncn1CCc1ccccc1OC | 3.4
CCOC(=O)c1ccc(/C=C/c2ccccn2)cc1 | -1.7
Cc1cc(C)n2nc(SC(C)C(=O)Nc3ccc(F)cc3Cl)nc2n1 (configuration not stated) | 33.4
COC(=O)CNC(=O)Cn1ccc2ccc(OCc3ccccc3)cc21 | 6.3
CCCn1c(Cl)nc2c1c(=O)n(C)c(=O)n2C | 0.2
C=CCNC(=O)NC(=O)COC(=O)c1c(C)c(CC)nc2ccccc12 | 8.0
CCN(CC)C(=O)c1c(NC(=O)c2ccccc2F)sc2c1CCC(C)C2 (configuration not stated) | -8.7
CC(NC(=O)c1cccc(F)c1)C12CC3CC(CC(C3)C1)C2 (configuration not stated) | -4.2
C=CCNC(=O)NC(=O)CN(CC)c1cc(C)cc(C)c1 | 11.2
The results go on:
SMILES | LDHA block
Cc1ccc(-c2nn(CC(=O)NC3CC3)c(=O)c3ccccc23)cc1 | 0.6
COC(=O)C(O)(c1ccc(NC(=O)c2ccc(F)cc2)cc1)C(F)(F)F (configuration not stated) | -2.5
COc1ccc(CNC(=O)Cn2nc(-c3ccc(OC)c(OC)c3)ccc2=O)cc1OC | -1.7
CCCCOC(=O)C[N+](C)(C)C/C=C(/C)Cl | 6.0
N#CC1(C(=O)Nc2ccc(Br)cc2)CCCC1 | -1.7
CCCn1c(NC(=O)CCOc2ccc(C)cc2)nc2ccccc21 | -13.6
O=S(=O)(Nc1cccc2c1CCCC2)c1ccccc1 | -0.8
CCN(CC)CCNC(=O)c1ccc(CN2CC(=O)N3CCCC3C2=O)cc1 (configuration not stated) | -5.5
COC(=O)c1sc(=S)n(-c2ccc(C(C)C)cc2)c1N | 5.1
CC(C)CN(C(=O)Cn1cnc2c1c(=O)n(C)c(=O)n2C)c1nc2ccccc2s1 | 0.3
Clc1cccc(Cl)c1CO/N=C/c1ccc(OCc2ccccc2)cc1 | -1.5
CC1(C)CN=C(SCc2ccccc2)NC1 | -2.5

Given as a markdown table: part of the list above.
| canonical_smiles | LDHA block |
| --- | --- |
| C=CCSc1nnc(NC(=O)c2cc(=O)c3ccccc3o2)s1 | -5.0 |
| CCCNC(=S)Nc1cccc(Cl)c1 | -10.9 |

The list goes on:
SMILES | LDHA block
COc1ccc(NC(=O)c2cc(Cl)c(O)c(OC)c2)c(OC)c1 | 5.9
CCC(C)NC(=O)CSc1ccccn1 (configuration not stated) | 7.9
O=C(O)c1ccc(-n2cccc2/C=C2\NC(=O)N(Cc3ccccc3)C2=O)cc1 | -14.7
Cc1ccc2nc(CC(C)(C)CC(=O)O)c[n+]([O-])c2c1 | -6.1
COc1ccccc1C1C2=C(CC(C)(C)CC2=O)Nc2ccccc2N1C(C)=O (configuration not stated) | 5.8
Nc1nccnc1C(=O)NCC(O)c1cccc(Cl)c1 (configuration not stated) | -1.4
COc1ccccc1CCNC(=O)CSc1ccc(-c2ccccn2)nn1 | 8.9
O=C(O)c1cccc(-c2ccc(CNC3CCCC3)o2)c1 | -3.1
COc1cccc(-c2nc(SCc3cc(=O)n4cc(C)sc4n3)n[nH]2)c1 | -4.5
C[N+](C)(C)CCOC(=O)CCC(=O)O | 0.1
CNC(=O)CNC(=O)c1cc(-c2cccs2)nc2ccccc12 | 7.6
Cc1ccc(CN(C)c2cc(C(=O)N3CCOCC3)c3ccccc3n2)cc1 | 0.6

Quoted from the listing, 4 compounds:
SMILES | LDHA block
COc1cccc(-c2nc(SCc3cc(=O)n4cc(C)sc4n3)n[nH]2)c1 | -4.5
C[N+](C)(C)CCOC(=O)CCC(=O)O | 0.1
CNC(=O)CNC(=O)c1cc(-c2cccs2)nc2ccccc12 | 7.6
Cc1ccc(CN(C)c2cc(C(=O)N3CCOCC3)c3ccccc3n2)cc1 | 0.6

(list continues)
SMILES | LDHA block
CC(C)(C)n1nnnc1C(c1ccccc1)N1CCN(C(=O)C2CCCO2)CC1 (configuration not stated) | 1.0
Cc1nc(-c2ccc3c(c2)Cc2ccccc2-3)cs1 | -3.8
Cc1ccc(Nc2nc(NC3CCCCCC3)nc3c2cnn3-c2ccccc2)cc1 | -4.3
CCC1c2ccsc2CCN1C(=O)/C=C/c1cccc(C)c1 (configuration not stated) | -4.4
Cn1nc(C(=O)Nc2ccccc2Br)c2ccccc2c1=O | -0.3
O=C(NCc1cccnc1)C1CCN(C(=O)c2cccc(C(F)(F)F)c2)CC1 | -0.7
COc1cc(/C=C/c2nc(C#N)c(NCCN3CCOCC3)o2)cc(OC)c1OC | 1.8
CNc1ccc(Oc2ccccc2)cc1 | 15.0
NC(=O)c1c(-c2ccccc2)no[n+]1[O-] | -5.8
O=C(CSc1ncnc2sc3c(c12)CCC3)Nc1ncc(C(F)(F)F)cc1Cl | 6.7
CN(C)C(CNC(=O)/C=C/c1ccccc1)c1ccsc1 (configuration not stated) | 3.7
Cc1ccc(NC(=O)COC(=O)c2cc(=O)[nH]c3ccccc23)cc1 | -6.6

Structures shown so far that have bromine:
SMILES | LDHA block
CSC1=N/C(=C\c2ccccc2Br)C(=O)S1 | 6.0
O=C(OCc1cc([N+](=O)[O-])cc2c1OCOC2)C12CC3CC(CC(Br)(C3)C1)C2 | 6.7
N#CC1(C(=O)Nc2ccc(Br)cc2)CCCC1 | -1.7
Cn1nc(C(=O)Nc2ccccc2Br)c2ccccc2c1=O | -0.3

(more compounds)
SMILES | LDHA block
CCc1ccc(-c2nc(SC(C(=O)N3CCCC3)c3ccccc3)n[nH]2)cc1 (configuration not stated) | 2.6
CN1NC2(CCCCC2)N(c2ccccc2)C1=S | 7.3
CC(=O)N1c2ccc(S(=O)(=O)NCCC(=O)N(C)Cc3ccco3)cc2CC1C (configuration not stated) | -4.2
Cc1cccc(C)c1NC(=O)C(c1cccc(F)c1)N1CCN(C)CC1 (configuration not stated) | -0.8
COc1ccc2c(C)c(CC(=O)NCc3cccc(Cl)c3)c(=O)oc2c1C | 3.7
Cc1ccc(CN2CCC(CNS(=O)(=O)c3csc(C(N)=O)c3)CC2)cc1 | -0.1
O=C(NCc1ccc(CN2CCCCC2)cc1)c1ccc(F)cc1Br | -0.8
CCCc1ccc(-c2cc(C(=O)Nc3cccnc3)c3ccccc3n2)cc1 | 4.0
O=C(CSc1nnc2ccc(-c3ccccc3)nn12)NCc1ccc2c(c1)OCO2 | 4.8
O=S(=O)(NCC1CN(Cc2ccccc2)CCO1)c1ccccc1 (configuration not stated) | -1.4
COc1ccc(CNC(=O)C2Cc3ccccc3S2)cc1OC (configuration not stated) | -4.5
CCc1ccc2[nH]c(C)c(CC(=O)NC(C)c3ccccc3)c2c1 (configuration not stated) | 2.3
NS(=O)(=O)Cc1ccc(CNC(=O)c2cccc(F)c2)cc1 | 1.6
CC1CCCCN1CCNC(=O)CCc1nc2ccccc2[nH]1 (configuration not stated) | -15.4
COc1ccc(C2=C(C)C(N3CCC(C(=O)NC4CCCCC4)CC3)=NS2(=O)=O)cc1 | -6.9
COCCn1c(N2CCC(C)CC2)nc2c1c(=O)[nH]c(=O)n2C | 4.2
O=C(c1nn(Cc2ccccc2)c(=O)c2ccccc12)N1CCN(c2ccccc2O)CC1 | 10.0
CCc1ccccc1NC(=O)C(=O)c1c[nH]c2ccccc12 | -5.0
O=c1[nH]cc(F)c(=O)n1C1OC(CO)C(O)C1O (configuration not stated) | -0.5
CC(=O)Nc1ccc(NC(=O)CC2Sc3ccc(C(F)(F)F)cc3NC2=O)cc1 (configuration not stated) | 9.9
O=C(OCC(=O)C12CC3CC(CC(C3)C1)C2)c1ccccc1Cl | -2.9
Cc1nc(Sc2cccc(C(F)(F)F)c2)c2c(-c3cccs3)csc2n1 | -3.7
Cc1cc(OC(=O)c2ccc(CSc3ccc(Cl)cc3)cc2)cc(C(C)C)c1 | -1.2
O=C(CCC(=O)OCc1ccccc1F)Nc1ccc2c(c1)oc1ccccc12 | 8.5
O=C(NCCC(c1ccccc1)c1ccccc1)c1cc(-c2ccccc2)nc2ccccc12 | 4.2
COC(=O)c1c(C)cccc1NCC(=O)NC(=O)NC(C)C | 0.6
CCCc1cc(=O)oc2cc(OC(C)C(=O)Nc3cccc(C(C)=O)c3)ccc12 (configuration not stated) | 1.4
COc1cc(CNC(=O)Cc2ccc(Cl)cc2)ccn1 | 5.5
Cc1cc(OCCn2c(CNC=O)nc3ccccc32)ccc1Cl | 7.7
Cc1c(CCC(=O)N2CCN(Cc3ccccc3)CC2)c(=O)oc2cc(O)ccc12 | 5.8
COc1cc(CNC(=O)Nc2ccc(C)c(F)c2)ccn1 | -16.3
CCOC(=O)[C@]12CCCC=C1N(Cc1ccc3c(c1)OCO3)C(=O)[C@H](CC(=O)N1CCC(c3ccccc3)CC1)C2 | -0.4
CCN(CC)CCCOC(=O)c1ccc(O)cc1O | 5.3

The list is partial, so the mix of outcomes need not match the whole.
